ELG1 repair inh = qHTS screen for small molecules that inhibit ELG1-dependent DNA repair in human embryonic kidney (HEK293T) cells expressing luciferase-tagged ELG1 | Potency, µM (titrated, usually from 46.1 µM), for inactives: top-dose activity change, negative = inhibition, hits mostly inhibitors | actives 2.3% (n = 330,000) | HEK293T ELG1-luciferase reporter, luminescence, 16 h; DNA damage induced by 5-fluorouridine; note: potency is the fitted concentration of half-maximal effect; % is set by controls: 0 for no effect and ±100 for the full control effect; nearly all actives have a fitted effect of over 55% in size
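DMSO vehicle served as the neutral condition. Each well held 2,000 cells given 5-fluorouridine plus compound; after 16 hr at 37 °C/5% CO2, ONE-Glo was added and luciferase measured 30 min later.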
KCNH2 3.1 block = qHTS for Inhibitors of KCHN2 3.1: Mutant qHTS; U2OS KCNH2 3.1, thallium flux FluxOr; hits give low values; activity change, % (tested at about 1.8 µM); actives 0.95% (n = 340,000); AID 720553, 2013;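 active = maximum activity change below -70%; inconclusive = maximum activity change from -70% to -50%; inactive = maximum activity change above -50%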;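 note: thallium influx rate constant from kinetic fluorescence after stimulation buffer; % is set by controls: 0 for no effect and ±100 for the full control effect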
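Normalized rate constant (relative to positive and negative DMSO controls) derived from a 2 min kinetic fluorescence read after stimulation; U2OS cells expressing the 3.1 isoform via virus at 1.77 x 10^8 /mL.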
AT treatment = qHTS Assay for Identifying a Potential Treatment of Ataxia-Telangiectasia | Potency, µM (top dose mostly 57.5 µM), without a hit: top-dose activation, hits mostly activators | […] A-T fibroblasts, KAP-1 phosphorylation AlphaLISA; neocarzinostatin DNA damage 30 min before lysis | actives 0.19% (n = 320,000); note: potency is the fitted concentration of half-maximal effect; % of control where 0% means no effect; nearly all actives have a fitted effect of over 45% in size
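hTERT-immortalized A-T patient fibroblasts ([…]), 500 cells/well in OPTI-MEM, 1% FBS, got compounds for 60 min, then NCS for 30 min at 37C. Lysates were then assayed for phospho-KAP-1 by AlphaLISA (anti-pKAP1 donor, anti-KAP1 acceptor beads), 6 hr at 25C.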
Mito fusion yeast = qHTS Assay for Small Molecule Inhibitors of Mitochondrial Division or Activators of Mitochondrial Fusion. Potency, µM (doses to about 46.1 µM), without a hit: at the top dose growth rescue (activation), most hits filed as activators. AID 485298, 2010. actives 0.23% (n = 320,000). S. cerevisiae fusion-defective mutant growth rescue, CellTiterGlo 48 h;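 note: potency is the fitted concentration of half-maximal effect; % of control where 0% means no effect; nearly all actives have a fitted effect of over 45% in size; temperature-sensitive fusion mutants such as fzo1-1 at 37 °C on non-fermentable ethanol glycerol medium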
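Luminescent cell viability in 1536-well qHTS format served as the measure of rescued growth in ts fusion-mutant S. cerevisiae cultured on non-fermentable YPEG for 48 hours at 37C.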
Eya2 inh = qHTS Assay for Inhibitors of the Phosphatase Activity of Eya2; Protein phosphatase EYA2 (Homo sapiens), O00167; recombinant Eya2, OMFP fluorescence dephosphorylation (OMFP is methylfluorescein phosphate); Potency, µM (titrated, usually from 76.9 µM), for the others: at the top dose activity, negative = inhibition, usual class: inhibitors; actives 0.006% (n = 330,000); note: potency is the fitted concentration of half-maximal effect; % is set by controls: 0 for no effect and ±100 for the full control effect
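Eya2 protein (added as 0.2 uM solution) was preincubated with compound for 10 min at ambient temperature in 50 mM HEPES pH 7.5, 50 mM NaCl, 5 uM MgCl2, 0.05% BSA, 1 mM DTT. OMFP (added at 50 uM) then reacted 10 min; fluorescence read at 485/525 nm.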
KCNH2 WT inh = qHTS for Inhibitors of KCHN2 3.1: Wildtype qHTS. U2OS, BacMam KCNH2, thallium flux FluxOr; hits give low values. actives 0.37% (n = 340,000). activity change, % at 1.84 µM. Voltage-gated inwardly rectifying potassium channel KCNH2 (Homo sapiens), Q12809;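 active = maximum activity change below -70%; inconclusive = maximum activity change between -70% and -50%; inactive = maximum activity change above -50%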; note: % is set by controls: 0 for no effect and ±100 for the full control effect
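U2OS cells were transduced with wild-type KCNH2 virus (2.03 x 10^8 / mL) for 4 h at room temperature, then cultured overnight at 37 C. Thallium flux was read with FluxOr dye. Rate constants were normalized to DMSO controls.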
TCR activator = Activators of T cell receptors: qHTS campaign | Potency, µM (top dose mostly 9.22 µM), without a hit: at the top dose activation of IL-2 secretion, usual class: activators | primary human leukocytes, anti-CD3, IL-2 HTRF, 48 h | AID 504894, 2011 | 330,000 tested, under 10 active; note: % of control where 0% means no effect
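IL-2 release read by HTRF sandwich (Eu cryptate donor, d2 acceptor, 665 nm emission) after 48 hr exposure of primary human leukocytes to compound together with anti-CD3 beads in the absence of co-stimulatory signals.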
TRPV1 agonist = HTS Assay for Compounds that Act as Agonists of the Vanilloid Receptor 1; activation, % at 8.33 µM; actives 0.19% (n = 320,000); TRPV1-expressing cells, Fluo-8 calcium influx, agonist mode; in the data active = activation above about 80%; inconclusive = between about 30% and that limit; note: 0% is about no effect
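TRPV1-expressing cells were cultured overnight at 35.5C and loaded with Fluo-8 calcium dye for 40 to 90 min at room temperature. After a 10 s baseline, compound was added and calcium influx was read kinetically for 3 min (ex 480/em 520 nm).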
TSHR antagonist = Antagonists of the Thyroid Stimulating Hormone Receptor: HTS campaign; TSHR-expressing cells, TSH-stimulated cAMP HTRF, 2 h; hits give low values; Thyrotropin receptor (Homo sapiens), P16473; activity change, negative = inhibition, % at 11.5 µM; actives 0.2% (n = 330,000); AID 504810, 2011;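 active = activity change below a set negative limit, meaning inhibition stronger than a set level, cut at about -70% in these data; inconclusive = activity change between two set negative limits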; note: % is set by controls: 0 for no effect and ±100 for the full control effect
Target sequence (P16473 whole entry, looked up): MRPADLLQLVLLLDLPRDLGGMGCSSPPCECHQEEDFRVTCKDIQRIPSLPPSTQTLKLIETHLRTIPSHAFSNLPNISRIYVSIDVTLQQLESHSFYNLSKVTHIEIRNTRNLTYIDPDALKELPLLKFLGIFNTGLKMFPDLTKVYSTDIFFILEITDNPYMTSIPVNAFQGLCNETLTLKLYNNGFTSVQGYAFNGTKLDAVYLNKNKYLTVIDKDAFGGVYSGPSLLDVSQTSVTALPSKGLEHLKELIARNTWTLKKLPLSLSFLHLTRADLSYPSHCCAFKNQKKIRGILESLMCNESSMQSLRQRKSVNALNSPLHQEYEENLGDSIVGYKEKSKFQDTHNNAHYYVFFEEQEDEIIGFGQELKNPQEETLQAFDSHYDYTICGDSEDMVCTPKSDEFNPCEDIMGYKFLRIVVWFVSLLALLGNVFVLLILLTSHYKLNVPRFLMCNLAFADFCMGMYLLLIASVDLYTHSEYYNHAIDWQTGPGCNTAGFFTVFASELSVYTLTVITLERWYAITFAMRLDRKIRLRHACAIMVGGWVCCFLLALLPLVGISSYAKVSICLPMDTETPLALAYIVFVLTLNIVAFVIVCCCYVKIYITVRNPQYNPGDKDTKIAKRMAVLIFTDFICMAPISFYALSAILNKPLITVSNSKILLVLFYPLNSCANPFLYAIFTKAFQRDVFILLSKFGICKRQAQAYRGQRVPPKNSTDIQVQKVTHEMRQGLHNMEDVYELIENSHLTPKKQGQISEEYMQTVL
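Inhibition of cAMP made by TSHR-expressing cells under TSH stimulation (4nM final, EC80; 2 h, 37 deg C) is quantified with a one-step lysis HTRF kit, anti-cAMP cryptate versus cAMP-d2.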
USP2a inh = qHTS Assay for Inhibitors of Ubiquitin-specific Protease USP2a Using CHOP2 as the Reporter; Ubiquitin carboxyl-terminal hydrolase 2 (Homo sapiens), O75604; AID 463254, 2010; actives 0.01% (n = 330,000); USP2 core, Ub-CHOP2 coupled fluorogenic reporter, 485/531; Potency, µM (top dose mostly 38.3 µM), for the others: at the highest dose activity change, negative = inhibition, usual class: inhibitors;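 note: potency is the fitted concentration of half-maximal effect; plate controls were DMSO wells for no effect and full inhibition by NEM control for full effect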
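Cell-free coupled assay: 10nM USP2 core preincubated 30min RT with compound in Tris-HCl pH 8.0/CaCl2/CHAPS buffer, then 25nM Ub-CHOP2 and 25nM reporter substrate; fluorescence (Ex 485/Em 531) read after 60min RT, normalized to NEM inhibition, concentration-response curves fitted.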
* = called active by the depositor; ? = inconclusive; . = not tested or not shown; [ ] = remark or other dose. Unless noted, calls come from the whole dose curve; as a rule, active = well fitted curve in the direction sought with a large enough effect; inconclusive = small, poorly fitted or top-dose-only effect, or another doubt; inactive = no such curve, though single readings can be large; an effect the other way counts as inactive or inconclusive. These rows are one share of the data; rates above refer to the full screens.

Each structure is followed by: ELG1 repair inh | KCNH2 3.1 block | AT treatment | Mito fusion yeast | Eya2 inh | KCNH2 WT inh | TCR activator | TRPV1 agonist | TSHR antagonist | USP2a inh
CCOC(=O)C1(Cc2cccc(OC)c2)CCCN(C(=O)c2cc(C)oc2C)C1 (stereo not drawn)
→ ? | -35 | -4% | 32% | -28% | 2 | 0% | 30 | -4 | -1%
Cc1ccc(OCCCn2c(CO)nc3ccccc32)cc1
→ ? | -9 | 3% | 1% | 14% | 6 | -3% | ? | 6 | 3%
CCN1C(=O)S/C(=C/c2ccsc2)C1=O
→ ? | -3 | -2% | 0% | 3% | -23 | 5% | 21 | 10 | 0%
Cn1c(=O)c2c(nc(N3CCCC3)n2C)n(C)c1=O
→ 3% | -4 | -5% | 5% | -16% | 2 | -4% | 3 | -2 | 0%
CC1CCCN(Cc2cccc(Oc3ccccc3)c2)C1 (stereo not drawn)
→ -1% | -10 | -5% | -3% | 3% | 27 | . | 1 | 2 | -3%
CCOc1ccc(NC(=O)CN(C)C(=O)C2CCN(c3ncnc4sc(C)c(C)c34)CC2)cc1OCC
→ 15µM* | 11 | 12% | -4% | -4% | 2 | -6% | 6 | -12 | 1%
Cc1ccc(CC(NC(=O)c2ccccc2)C(=O)NC(Cc2ccccc2)C(=O)O)cc1 (stereo not drawn)
→ 6% | 1 | 2% | -2% | 9% | 3 | 3% | 6 | -6 | 1%
COc1ccccc1CNC(=O)c1ccccc1C(=O)NC(CC(C)C)C(=O)NCc1ccccc1OC (stereo not drawn)
→ 21µM* | -1 | -10% | 9% | -5% | -13 | 5% | 2 | -3 | -1%
Cn1c(SCC(=O)N2CCOCC2)nnc1-c1ccco1
→ 19% | -4 | 0% | -2% | -8% | -4 | 7% | 1 | 13 | 3%
O=S(=O)(c1ccc(S(=O)(=O)N(Cc2ccco2)Cc2ccccc2Cl)cc1)N1CCCC1
→ 2% | -7 | 2% | -29% | 7% | 2 | 0% | 1 | 3 | -2%
CNC(=S)Nc1cccc(Cl)c1C
→ -8% | -9 | -1% | -12% | -6% | -14 | . | 2 | -1 | 2%
Oc1c(C(Nc2cccc(C(F)(F)F)c2)c2cccnc2)ccc2cccnc12 (stereo not drawn)
→ -3% | . | -4% | 8% | 2% | 5 | -4% | 7 | -6 | 1%
COc1ccc(OC)c(S(=O)(=O)N(C)CC(=O)N2CCOCC2)c1
→ 10% | 5 | 6% | 3% | 14% | 0 | 4% | -2 | 3 | 0%
O=S(=O)(C=C(c1ccccc1)c1ccccc1)c1ccccc1
→ 5% | -23 | 7% | -2% | -10% | 3 | -3% | -3 | -6 | -2%
Brc1ccccc1/C=N/Nc1ccccn1
→ ? | -11 | 10% | -6% | 10% | 2 | 0% | 3 | -5 | 2%
Cc1cc(C)n(C2CC(=O)N(c3ccc(C)c(Cl)c3)C2=O)n1 (stereo not drawn)
→ 6% | -9 | 6% | 2% | 11% | 2 | 7% | -1 | 27 | 0%
CC(=O)Nc1c(C)cc(S(C)(=O)=O)cc1C
→ 8% | -8 | 4% | -2% | 2% | -10 | -5%[46.1 µM] | -1 | 2 | -1%
O=C(NCCCN1CCOCC1)c1cccnc1
→ 8% | 17 | 4% | -1% | -1% | 3 | 0%[46.1 µM] | 0 | -3 | 2%
Cc1ccc(NC(=O)[C@H](Cc2ccccc2)NC(=O)[C@@H]2Cc3ccccc3CN2)c(C)c1
→ 1% | -11 | 7% | -7% | 7% | 8 | -3% | 1 | -5 | 2%
COc1ccc(C)cc1Nc1nc(-c2ccccc2O)nc2ccccc12
→ 4% | 17 | -7% | 4% | 5% | 8 | -5% | -2 | -4 | -1%

Five entries out of the list above, ordered by the value under TSHR antagonist, rising:
| mol | TSHR antagonist |
| --- | --- |
| Cc1ccc(CC(NC(=O)c2ccccc2)C(=O)NC(Cc2ccccc2)C(=O)O)cc1 (stereo not drawn) | -6 |
| COc1ccc(C)cc1Nc1nc(-c2ccccc2O)nc2ccccc12 | -4 |
| COc1ccccc1CNC(=O)c1ccccc1C(=O)NC(CC(C)C)C(=O)NCc1ccccc1OC (stereo not drawn) | -3 |
| CC(=O)Nc1c(C)cc(S(C)(=O)=O)cc1C | 2 |
| Cc1cc(C)n(C2CC(=O)N(c3ccc(C)c(Cl)c3)C2=O)n1 (stereo not drawn) | 27 |

Next section:
Each structure is followed by: ELG1 repair inh | KCNH2 3.1 block | AT treatment | Mito fusion yeast | Eya2 inh | KCNH2 WT inh | TCR activator | TRPV1 agonist | TSHR antagonist | USP2a inh
CCN(CC)c1nc2c3c(nc4c(c3c1C#N)CC(=O)N4c1ccc(Cl)cc1)NC(C)=N2
→ ? | -4 | 6% | 7% | -6% | 5 | 0% | -3 | 9 | -6%
COCCNc1ccc([N+](=O)[O-])cc1C(=O)Nc1cccc(C)n1
→ ? | 7 | -1% | -9% | -2% | 0 | 1% | ? | 6 | 2%
Cc1cc2cc3c(cc2nc1SCC(=O)Nc1ccccc1)CCC3
→ -3% | 8 | 3% | 0% | 12% | -6 | -13% | . | 19 | 2%
C=CCNC(=O)c1c(N)n(-c2ccc3c(c2)OCO3)c2nc3ccccc3nc12
→ 7% | 4 | 2% | -5% | 13% | 7 | 7% | 7 | 23 | 4%
Cc1cccn(Cc2c(F)cccc2Cl)c1=O
→ -8% | -1 | 7% | -1% | -15% | -2 | -56% | 24 | 4 | 0%
NC(=O)[C@@H]1CC2(CC(c3cccc(NC(=O)COc4ccc(Cl)cc4)c3)=NO2)CN1C(=O)c1ccccc1 (stereo partly drawn)
→ -11% | -20 | -23% | 21% | 5% | -16 | 0% | 4 | -8 | -1%
O=C(NCc1ccc(Cl)cc1Cl)c1ccc2nc[nH]c2c1
→ -7% | 13 | 5% | 3% | -2% | -13 | -10%[46.1 µM] | 0 | 11 | -1%
CC(OC(=O)CN1C(=O)c2ccccc2C1=O)C(=O)NC1CCCCC1 (stereo not drawn)
→ 7% | -7 | -1% | 7% | 1% | 6 | 6% | 0 | 7 | 1%
O=C(c1ccco1)N1CCCC(c2nc3c(nnn3Cc3ccc(F)cc3)c(=O)[nH]2)C1 (stereo not drawn)
→ 8% | 11 | -3% | -4% | 2% | 8 | 1% | 8 | 11 | 0%
CN(C(=O)CCN1C(=O)C2C3C=CC(C3)C2C1=O)c1ccccc1 (stereo not drawn)
→ ? | -3 | -1% | 7% | 9% | -2 | -1% | 1 | -3 | 4%
O=C(CSc1n[nH]c(=O)[nH]c1=O)Nc1ccc(C(=O)O)cc1
→ 2% | 4 | 7% | -1% | 0% | 6 | 2% | 1 | -2 | 1%
CCOc1ccc(/C(CCC(=O)O)=N/NC(=S)NCCc2ccccc2)cc1
→ -7% | 1 | -10% | -5% | -13% | 2 | -10% | 13 | -4 | -1%
O=C(NC1CC1)c1ccc2c(c1)C1C3CCC(C3)C1C(c1ccccc1)N2 (stereo not drawn)
→ -22% | -10 | 5% | ? | -5% | 0 | 3%[46.1 µM] | ? | -13 | 0%
O=C(O)c1ccccc1C(=O)Nc1ccc(S(=O)(=O)NC2CCCCC2)cc1
→ 3% | -4 | 2% | -9% | -2% | -4 | 1%[46.1 µM] | -1 | 6 | -3%
CCCC(C(=O)NCC1CCCO1)N(Cc1ccco1)C(=O)CNS(=O)(=O)c1ccccc1 (stereo not drawn)
→ 7% | -1 | -2% | 3% | 14% | -18 | 10% | 7 | 1 | 1%
Cc1ccnc(NC(=O)c2c(O)c3ccccc3n(C)c2=O)c1
→ ? | . | -2% | 2% | 8% | . | . | 0 | -1 | -10%
CCOc1ccc2nc(NC(=O)CS(=O)(=O)c3ccccc3)sc2c1
→ -30% | 4 | -2% | 16% | 5% | -7 | -6% | -2 | ? | 1%
Cc1ccc(NC(=O)CSc2ncccn2)c([N+](=O)[O-])c1
→ ? | 2 | 0% | 1% | -10% | -11 | 8% | 0 | -8 | 3%

2 of the compounds above, with bars between the fields.
SMILES | ELG1 repair inh | KCNH2 3.1 block | AT treatment | Mito fusion yeast | Eya2 inh | KCNH2 WT inh | TCR activator | TRPV1 agonist | TSHR antagonist | USP2a inh
O=C(c1ccco1)N1CCCC(c2nc3c(nnn3Cc3ccc(F)cc3)c(=O)[nH]2)C1 (stereo not drawn) | 8% | 11 | -3% | -4% | 2% | 8 | 1% | 8 | 11 | 0%
CCOc1ccc2nc(NC(=O)CS(=O)(=O)c3ccccc3)sc2c1 | -30% | 4 | -2% | 16% | 5% | -7 | -6% | -2 | ? | 1%

Screening results (PubChem)
